High-throughput results as filed in PubChem.
ABHD4 inh: inhibitors of mouse ABHD4 | inhibition, % at 8.92 µM | purified mABHD4, FP-Rh probe fluorescence polarization | 0.54% of 370,000 active | Q8VD66 | AID 720543;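 active = inhibition exceeding the mean over every tested compound plus 3 SD, cut at about 30% in these data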;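 also: 0% = plate median of compound wells and 100% = S159A mutant with DMSO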
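Assay system: Wild-type mouse ABHD4 protein | Medium: HEPES pH 7.0 buffer, 150 mM NaCl, 0.01% Pluronic F-127 | Incubation: Enzyme–compound pre-incubation 45 min, then probe 60 min, both 25 °C | Technique: Fluorescence polarization with parallel and perpendicular emission, 525/598 nm | Evaluation: % inhibition of FP-Rh probe binding versus controls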
UHRF1 MBD2 ctr: human UHRF1 methylated DNA binding inhibitors. inhibition, % at 4.4 µM. UHRF1 binding to methylated oligo, TR-FRET. 0.75% of 370,000 active. Q96T88. AID 687016; in the data active = inhibition above about 21%;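 also: UHRF1 SRA domain binding a hemimethylated CpG hairpin DNA probe; 0% = median of test compound wells and 100% = reference inhibitor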
Target sequence (Q96T88 whole entry, looked up, the tested form may be a part): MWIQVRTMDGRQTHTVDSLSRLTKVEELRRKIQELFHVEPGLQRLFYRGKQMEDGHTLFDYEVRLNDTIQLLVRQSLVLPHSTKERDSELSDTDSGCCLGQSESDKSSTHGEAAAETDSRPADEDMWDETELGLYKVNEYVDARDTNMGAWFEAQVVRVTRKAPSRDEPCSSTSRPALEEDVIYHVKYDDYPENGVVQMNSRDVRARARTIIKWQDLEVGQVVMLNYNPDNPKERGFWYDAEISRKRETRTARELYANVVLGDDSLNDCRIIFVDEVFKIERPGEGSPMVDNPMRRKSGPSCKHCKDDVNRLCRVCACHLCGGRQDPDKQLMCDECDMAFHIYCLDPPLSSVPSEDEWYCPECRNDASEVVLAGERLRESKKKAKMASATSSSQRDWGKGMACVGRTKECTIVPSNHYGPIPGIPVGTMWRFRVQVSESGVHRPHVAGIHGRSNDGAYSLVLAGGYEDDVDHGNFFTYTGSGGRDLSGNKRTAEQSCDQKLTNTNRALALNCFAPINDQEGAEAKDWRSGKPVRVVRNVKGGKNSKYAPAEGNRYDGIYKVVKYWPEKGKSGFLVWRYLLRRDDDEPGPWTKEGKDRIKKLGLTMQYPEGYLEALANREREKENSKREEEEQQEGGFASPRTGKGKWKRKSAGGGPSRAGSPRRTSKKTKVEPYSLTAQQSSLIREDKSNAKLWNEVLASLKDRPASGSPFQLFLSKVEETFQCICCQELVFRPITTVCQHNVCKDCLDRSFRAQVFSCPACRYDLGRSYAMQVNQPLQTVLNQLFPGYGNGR
PG9 Ab binder: binds the HIV-1 gp120 antibody PG9 | 0.43% of 360,000 active | inhibition, % at 6.7 µM | AID 624416 | TR-FRET gp120-PG9 antibody binding; in the data active = inhibition above about 8.5%
TCR CD3 inh: human TCR-CD3 binding inhibition; 0.37% of 360,000 active; inhibition, % at 9.4 µM; TAMRA-labeled TCR probe fluorescence, biochemical; AID 651800; in the data active = inhibition above about 19%;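 also: recombinant mutant TCR 2C K166C tagged with TAMRA read by polarization; 0% = receptor in buffer alone and 100% = receptor with positive control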
SIAE primary: human SIAE inhibition, primary screen. Q9HAT2. SIAE FP-Rh probe binding, fluorescence polarization. inhibition, % at 9.66 µM. 0.69% of 370,000 active. AID 1053197;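 active = inhibition above a cutoff: mean of compounds within the control limits plus 3 SD of those, cut at about 17% in these data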;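 also: 0% = plate median of compound wells and 100% = probe without SIAE protein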
PRMT1 FP inh: PRMT1 (human) inhibition, primary screen; recombinant PRMT1, activity-based probe fluorescence polarization; 1.3% of 370,000 active; AID 652257; inhibition, % at 2.79 µM;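 active = inhibition above about 21% made by adding two undisclosed values, limit read from the data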
DDE Tn7 FP inh: disrupts Tn7 cyclic peptide binding to fibrin D-Dimer-E complex | AID 720508 | FP displacement of FITC-Tn7 peptide from fibrin DD(E); 0% = median of compound wells per plate | inhibition, % at 8.3 µM | 0.13% of 370,000 active | P02675;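 active = inhibition above the mean of compounds falling within the control limits plus 3 SD of them, cut at about 14% in these data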;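 also: 0% = plate median of compound wells and 100% = 10 µM Aha-Tn7 peptide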
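Assay system: Human fibrin DD(E) protein | Medium: Tris buffer with calcium and detergent, pH 7.8 | Reagent: 0.1 µM fluorescent Tn7 | Compound dosing: Single point at 8.3 µM | Times: 10 min preincubation, 3 h with tracer, room temperature | Detection: Fluorescence polarization of the labelled Tn7 tracer | Controls: Aha-Tn7 high control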
HTRA1 inh: HTRA1 (human) protease inhibition | Q92743 | recombinant HTRA1, FP-rhodamine activity-based probe, fluorescence polarization | inhibition, % at 5.96 µM | 0.5% of 340,000 active; in the data active = inhibition above about 36%;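 also: 0% = enzyme with DMSO and 100% = wells lacking enzyme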
LEDGF integ inh: blocks HIV-1 LEDGF/p75-dependent DNA integration | TR-FRET IN-LEDGF/p75 DNA integration, Eu/Cy5 | inhibition, % at 3.7 µM | 0.64% of 370,000 active | AID 743269;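 active = inhibition above the screen-wide mean plus 3 SD, cut at about 13% in these data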;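 also: signal is the Cy5 over europium emission ratio at 671 and 618 nm; 0% = plate median of compound wells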
TDP2 absorb: TDP2 (human) inhibition, absorbance primary screen; recombinant TDP2, T5PNP hydrolysis, p-nitrophenol absorbance 415 nm; AID 720702; O95551; 0.34% of 370,000 active; inhibition, % at 12.8 µM;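 active = inhibition above the mean of all tested compounds plus 3 SD, set per campaign, cut at about 25% in these data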;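 also: 0% = DMSO with enzyme and 100% = buffer with substrate but no TDP2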
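System: recombinant human TDP2 / Amount: 120 nM TDP2 per well / Also added: 5 mM T5PNP chromogenic substrate / Doses: 12.8 µM single point, 1% DMSO / Incubation: 2 h at 37 °C / Detection: p-Nitrophenol epi absorbance / Evaluation: % inhibition relative to enzyme-containing and enzyme-free wells / Repeats: singlicate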
Active calls of the source: *; · = no result given. No enrichment for hits; overall some 4.2% were active at least once.

Structure	ABHD4 inh	UHRF1 MBD2 ctr	PG9 Ab binder	TCR CD3 inh	SIAE primary	PRMT1 FP inh	DDE Tn7 FP inh	HTRA1 inh	LEDGF integ inh	TDP2 absorb
O=C(O)CCCCCn1c(SCc2cc(=O)n3cc(Cl)ccc3n2)nc2ccsc2c1=O	3	1	-0.1	0	2	-1	-1	0	-2	4
O=C(NCCO)[C@H](Cc1ccccc1)NC1(C(=O)NCCN2CCOCC2)CCCCC1	0	1	·	·	-5	0	3	·	-1	4
C[C@H](CO)N1C[C@H](C)[C@@H](CN(C)S(=O)(=O)c2ccccc2)Oc2ccc(NC(=O)CCC(F)(F)F)cc2C1=O	-9	5	2.6	-2	4	4	-2	-4	1	-12
CSc1c(CC(=O)NCCCO)n(Cc2ccccc2)c2ccccc12	-2	-2	-3.5	-5	-3	-2	-1	3	2	-7
CCn1ncc(C2=NOC(C(=O)NCc3ccc(Cl)cc3)C2)c1C (configuration not stated)	5	2	0.4	5	4	0	5	-3	0	-12
O=S1(=O)CCC(NC(=S)Nc2ccccc2)C1 (configuration not stated)	-1	1	-0.9	0	5	-1	10	·	-5	-5
CC1CCN(S(=O)(=O)c2ccc3c(c2)N(CC(=O)NCCCN2CCCCC2)C(=O)CS3)CC1	3	3	2.1	-2	2	4	-2	3	-4	4
COc1ccc(OC)c(S(=O)(=O)Nc2cc3c4c(c2)CC(=O)N4CCC3)c1	3	1	1.5	-6	2	5	3	4	-5	-4
CCOc1cc(/C=N/n2cnnc2)c(Br)cc1O	9	0	-1.2	-1	4	5	3	-2	-1	3
COc1ccc(C(C)C)cc1S(=O)(=O)n1ccnc1C	-7	1	-1.1	9	-6	-3	1	2	2	-22
O=C(CCC(=O)N1CCN(Cc2ccc(F)cc2)CC1)Nc1nnc(C(F)(F)F)s1	-1	1	0.2	-6	0	1	2	5	-1	5
CN(C)C(CNC(=O)CCC(=O)c1ccc(Br)cc1)c1ccccc1 (configuration not stated)	6	1	-0.8	4	10	-1	1	-5	-5	-17
CSCCC(NC(N)=O)C(=O)NCc1cccc(Cl)c1 (configuration not stated)	1	-2	0.9	5	1	4	-7	-7	6	8
CN1C(=O)/C(=C/c2ccco2)SC1=Nc1ccc(N2CCOCC2)cc1	3	1	-2.4	5	2	-4	4	3	1	3
C[C@H]1CN([C@@H](C)CO)C(=O)CCCn2nncc2CO[C@@H]1CN(C)Cc1ccc2cccnc2c1	4	-1	0.3	3	-1	0	6	·	4	4
COc1ccc(/C=N/N(C)C2=NCCN2)c(OC)c1OC	-6	-5	-0.7	2	4	-3	1	4	-1	9
C[C@@H]1CN([C@@H](C)CO)C(=O)c2cc(N(C)C)ccc2O[C@@H](C)CCCCO[C@@H]1CN(C)S(=O)(=O)c1cccs1	1	-2	-1.1	3	-3	-2	-2	1	3	4
COc1ccc(NC(=O)c2cccc3c2C(=O)c2ccc(-c4cnc(OC)nc4)cc2S3(=O)=O)cc1	-5	6	1.2	-5	-6	4	9	-12	1	-6
CCOc1ccccc1/C=N/NC(=O)c1c(C)nc2ccc(Br)cn12	20	-1	-1.0	2	-2	0	-2	-2	3	-8
N#C/C(=N\Nc1cccc(C(F)(F)F)c1)C(=O)c1ccsc1	7	-2	-1.4	-4	3	3	-1	-6	5	-25

(listing goes on)
Structure	ABHD4 inh	UHRF1 MBD2 ctr	PG9 Ab binder	TCR CD3 inh	SIAE primary	PRMT1 FP inh	DDE Tn7 FP inh	HTRA1 inh	LEDGF integ inh	TDP2 absorb
COC(=O)C(=O)Nc1nnc(COc2ccccc2)s1	4	-3	1.3	5	0	0	9	6	-2	19
C(=C/c1ccnc2nc(SC/C=C/c3ccccc3)nn12)/c1ccccc1	-6	-1	-3.0	7	-21	-3	0	-13	-1	-10
COc1cccc2sc3ccc(C#CC4(N)CCCCC4)cc3c(=O)c12	-2	-8	3.8	3	-6	-1	1	-111	-3	-5
COc1cc2c(cc1OC)C(c1ccc(Cl)cc1)CC(=O)N2 (configuration not stated)	13	1	-1.0	-12	-9	4	-4	-2	-5	-1
Cc1ccc(C(=O)O)cc1S(=O)(=O)N1CCCC1	-12	5	2.6	-8	-2	-3	12	9	3	-11
O=C(OCCN1CCN(C2CN(Cc3cn(Cc4cccc(F)c4)nn3)S(=O)(=O)C2)CC1)c1cc2ccccc2o1 (configuration not stated)	4	12	·	·	7	2	9	·	-1	0
CC(C)c1ccc(C(CC(=O)O)NC(=O)c2cccs2)cc1 (configuration not stated)	2	0	-1.2	3	-5	-2	-4	3	-1	1
CCC(C)NC(=O)C1CCN(S(=O)(=O)c2ccc3[nH]c(=O)oc3c2)CC1 (configuration not stated)	7	0	·	·	3	5	3	·	6	5
CC(SCc1ccccc1)C(=O)N/N=C/c1ccc2c(c1)OCO2 (configuration not stated)	-5	-2	-2.4	6	2	0	2	-7	-3	-6
CCCNC(=O)c1cccc(Cn2nc(C)c(Br)c2C)c1	-11	10	-1.2	2	-6	7	0	-2	-1	-15
COC(=O)[C@H]1C[C@H](OC(=O)NCc2ccco2)[C@@]2(O)CN(S(=O)(=O)c3ccc(C)cc3)CC2[C@H]1C(=O)OC (some centres not stated)	4	-1	1.3	1	2	-11	1	-3	4	0
CC(C)NC(=O)C1(C)CCCCN1Cc1ccc(OCc2ccccc2)cc1 (configuration not stated)	-2	5	-1.5	1	0	0	4	·	4	-2
CCN1CCN(CC(=O)Nc2cc(S(=O)(=O)N(CC)c3ccccc3)ccc2Cl)CC1	0	1	-0.2	2	-11	-2	-7	7	3	-9
Cc1ccc2c(c1)nnn2C1CCN(CC(=O)NCc2ccccc2F)CC1	5	1	0.0	-5	-4	4	3	1	-1	5
Cc1nc2sc(C(c3ccc(Cl)cc3)N3CCN(C(=O)c4ccco4)CC3)c(O)n2n1 (configuration not stated)	1	-3	0.8	5	2	-3	4	3	0	-3
CCCC1(CCC)NC(=O)N(CC(=O)c2cc(C)n(-c3ccc4c(c3)OCO4)c2C)C1=O	-2	-2	-2.3	1	-4	2	-1	-4	3	-12
CC(=O)Oc1ccc2c3c(c(=O)oc2c1)CCCC3	-4	1	-1.0	0	2	3	0	3	2	-10
CN(Cc1ccccc1F)C(=O)c1cccc(NC(=O)CC2SC(N3CCCCC3)=NC2=O)c1 (configuration not stated)	-11	2	-2.9	-11	-1	8	-3	-11	0	-24
CCOC(=O)CC(NC(=O)c1cccc2c1C(=O)N(Cc1cccnc1)C2)c1ccc(OCC)c(OC)c1 (configuration not stated)	4	3	-1.0	3	-3	2	-4	-13	3	3
COc1cc(C(=O)NCC(C)C)c([N+](=O)[O-])cc1OC	-3	0	-3.2	3	7	-1	-3	1	0	-16

Further results:
Structure	ABHD4 inh	UHRF1 MBD2 ctr	PG9 Ab binder	TCR CD3 inh	SIAE primary	PRMT1 FP inh	DDE Tn7 FP inh	HTRA1 inh	LEDGF integ inh	TDP2 absorb
COc1ccccc1OCC(=O)N1CCN(S(=O)(=O)c2ccc(Cl)cc2)CC1	-1	1	0.6	-8	6	3	4	-4	-1	2
Cc1ccc(SCC(=O)Nc2nncs2)cc1	3	-3	1.3	-3	8	2	6	·	2	-2
COc1ccc(CNC(=O)CCS(=O)(=O)c2ccc(Br)cc2)cc1	-7	0	-1.1	7	-4	0	-1	6	0	-15
O=C(CC(CC(=O)c1ccccc1)c1ccccn1)c1ccccc1	-4	-2	-1.7	-5	-1	3	2	-10	-5	0
CCOc1ccc(CN2CCN(Cc3c(C)nn(CC)c3C)CC2CCO)cc1 (configuration not stated)	-2	-1	0.5	1	1	-2	1	0	-3	-7
CC/C(C)=N/Oc1nc(C)cc(C)n1	-4	-2	-1.4	9	8	-4	5	6	1	13
O=C(CCNS(=O)(=O)c1cccc2nsnc12)NCc1cccs1	-9	16	-0.1	2	-3	2	0	-6	-1	14
Cc1ccc2c(Cl)c(C(=O)N/N=C/c3cccn3C)sc2c1	-5	-3	0.5	4	6	0	2	-2	-2	4
O=C1C(c2ccc(F)cc2)N(CC2COc3ccccc3O2)C(=O)CN1C1CCCCC1 (configuration not stated)	-6	-5	-0.3	0	6	0	6	-4	2	17
COc1cc(C(F)(F)F)c(C(=O)NCc2cccc(Cl)c2)cn1	-3	3	0.5	5	-2	0	3	-2	-3	10
COc1ccc(CCNC(=O)Cn2c([N+](=O)[O-])cnc2C)cc1OC	7	3	-1.4	-6	-4	3	2	-5	-5	0
CCOc1ccc(NC(=O)Nc2cccnc2)cc1	-5	-3	-2.5	-2	8	2	5	0	-2	-8
CC(C)(C)c1ccc(C(=O)N2CCC2(C)C(=O)NS(=O)(=O)c2ccccc2Cl)cc1 (configuration not stated)	0	1	-0.1	-3	0	2	4	·	1	7
Cc1cc(C)n2nc(Sc3ncccc3[N+](=O)[O-])nc2n1	6	-1	1.0	-2	-8	-1	8	·	1	3
COc1ccc(CNC(=O)N2[C@H]3CC[C@@H]2C=C(c2ccc(F)cc2OCc2ccccc2)C3)cc1OC	4	3	0.5	-5	-3	0	1	-9	-3	4
CCOCCCNC(=O)C(NC(=O)c1ccc(NC(C)=O)cc1)c1ccc(C)cc1 (configuration not stated)	-3	4	-0.2	2	8	-1	3	-1	-2	-7
Cc1ccc(NC(=O)CSc2nnc(-c3cccnc3)n2Cc2ccco2)c(C)c1	4	0	·	·	2	-2	6	·	-1	2
Cc1onc(-c2c(Cl)cccc2Cl)c1C(=O)N1CCSCC1	-4	1	0.1	0	7	-4	-4	18	5	-3
CC1CCN(c2nc(CN3CCCCC3)nc3scc(-c4ccccc4)c23)CC1	13	0	-2.3	7	-1	-1	-6	-15	3	-15
CCCCCCN1CCS(=O)(=O)N(Cc2ccccc2)C(C(=O)OC)C1 (configuration not stated)	2	-1	·	·	-2	0	-7	·	2	-5
CSC[C@H]1CN(Cc2ccccc2)C(=O)[C@@H]1CC(=O)Nc1ccc(Br)cc1	-2	-2	-1.9	11	1	-5	-11	2	1	13
Cc1ccc2c([N+](=O)[O-])cccc2n1	-3	-5	-1.4	1	-2	0	-4	-4	1	10
